# IMPase cell inh: qHTS Assay for Identifying the Cell-Membrane Permeable IMPase Inhibitors; Inositol monophosphatase 1 (Rattus norvegicus), P97697; CHO-M1 cells, IP1 accumulation, HTRF TR-FRET ratio; inhibition (IP1 accumulation), % at 46.1 µM; AID 901, 2007; 120,000 tested, under 10 active; active = well fitted curve in the direction sought with a large enough effect in the signal ratio, not every such curve was filed as active; inconclusive = small, poorly fitted or top-dose-only effect, or a change in a side signal; inactive = no such curve, though single readings can be large or run the other way; the % refers to the signal ratio;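 also: cells stimulated with carbachol in lithium chloride buffer; plate controls were DMSO basal wells for no effect and reference inhibitor wells for full effect; higher means more IMPase inhibition seen as more IP1 and lower FRET ratio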
# Target sequence (P97697 whole entry, looked up): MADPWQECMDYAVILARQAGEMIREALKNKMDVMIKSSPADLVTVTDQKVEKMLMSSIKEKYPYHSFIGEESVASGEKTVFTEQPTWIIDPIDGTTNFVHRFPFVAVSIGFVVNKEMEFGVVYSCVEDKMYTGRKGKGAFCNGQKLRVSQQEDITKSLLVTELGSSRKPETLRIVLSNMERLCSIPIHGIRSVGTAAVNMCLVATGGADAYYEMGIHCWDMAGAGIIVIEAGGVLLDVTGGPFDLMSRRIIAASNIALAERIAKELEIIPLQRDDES
#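 CHO-M1, 2000 cells/well, cultured 16–30 h; cpd up to 46 uM; carbachol (50 uM solution, stimulation buffer w/ 50 mM LiCl, pH 7.4), 30 min 37C; IP-One TR-FRET, 10 min RT; Ex 320/Em 665, 620; Hill-fit AC50.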
# PNC assembly inh: High Content Assay for Compounds that inhibit the Assembly of the Perinucleolar Compartment; 3.1% of 140,000 active; PC3M PTB-GFP, PNC prevalence imaging, 16 h; stronger effect = lower value; activity change (PNC), negative = inhibition, % at 10 µM;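 active = readout at or below -70, meaning at least 70% loss of cells showing the perinucleolar compartment, a nuclear body marking cancer cells; inconclusive = readout between -30 and a set limit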;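 also: plate controls were DMSO wells for no effect and camptothecin positive control wells for full effect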
#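 PC3M cells stably expressing PTB-GFP, 750–1000 cells/well, treated 16 h at 37 °C with compound (23 nl of library stock), in duplicate. After paraformaldehyde fixation and Hoechst stain, imaged at 20x; PNC prevalence scored by image analysis.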
# 15-hLO-2 inh: qHTS Assay for Inhibitors of 15-hLO-2 (15-human lipoxygenase 2); Polyunsaturated fatty acid lipoxygenase ALOX15B (Homo sapiens), O15296; purified 15hLO-2, xylenol orange hydroperoxide absorbance; Potency, µM (doses to about 57.1 µM), for inactives: at the top dose activity change, negative = inhibition, actives largely listed as inhibitors; 0.56% of 110,000 active; AID 881, 2007; also: potency is read from the fitted curve at half-maximal effect; nearly all actives have a fitted effect of over 60% in size; many of its hits are not listed in these tables
#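 Purified human 15hLO-2 (50 nM) preincubated 15 min with compound, then 45 uM arachidonic acid for 90 min at RT in 25 mM Hepes pH 7.5, 0.01% Triton X-100. Hydroperoxide detected by Fe-xylenol orange; 573/405 nm absorbance ratio.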
# ALOX12 inhib: qHTS Assay for Inhibitors of 12-hLO (12-human lipoxygenase); Polyunsaturated fatty acid lipoxygenase ALOX12 (Homo sapiens), P18054; purified 12-hLO, xylenol orange hydroperoxide absorbance; Potency, µM (highest dose often 57.1 µM), for inactives: top-dose activity change, negative = inhibition, usual class: inhibitors; 0.12% of 150,000 active; AID 1452, 2008; also: potency is read from the fitted curve at half-maximal effect; nearly all actives have a fitted effect of over 55% in size; many of its hits are not listed in these tables
# Target sequence (P18054 whole entry, looked up): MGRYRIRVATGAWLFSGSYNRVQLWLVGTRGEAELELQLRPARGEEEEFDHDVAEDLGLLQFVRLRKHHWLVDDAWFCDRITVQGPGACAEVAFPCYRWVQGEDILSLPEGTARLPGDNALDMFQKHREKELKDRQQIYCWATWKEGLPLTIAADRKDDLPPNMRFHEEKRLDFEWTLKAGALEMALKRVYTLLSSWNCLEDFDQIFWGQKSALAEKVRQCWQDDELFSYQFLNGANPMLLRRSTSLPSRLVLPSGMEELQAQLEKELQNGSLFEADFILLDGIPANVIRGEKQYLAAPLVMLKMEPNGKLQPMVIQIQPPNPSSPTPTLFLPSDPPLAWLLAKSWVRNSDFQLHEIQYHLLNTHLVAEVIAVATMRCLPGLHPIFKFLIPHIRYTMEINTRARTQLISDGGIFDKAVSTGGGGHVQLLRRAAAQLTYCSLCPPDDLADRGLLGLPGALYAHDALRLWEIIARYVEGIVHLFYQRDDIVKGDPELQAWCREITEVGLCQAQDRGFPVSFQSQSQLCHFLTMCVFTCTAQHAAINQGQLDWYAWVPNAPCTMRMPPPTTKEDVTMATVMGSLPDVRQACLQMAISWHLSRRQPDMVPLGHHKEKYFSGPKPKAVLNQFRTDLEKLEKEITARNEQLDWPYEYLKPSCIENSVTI
#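 150 nM 12hLO, 25 mM Hepes pH 7.0 + 0.01% Triton X-100; cpd preinc 15 min RT; 40 uM arachidonic acid, 30 min RT; Fe-XO 30 min; A573/A405 ratio as read-out.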
# * = called active by the depositor; ? = inconclusive; nt = not tested or not shown; & = joins results of further samples; [ ] = remark or other dose. Unless noted, calls follow the shape of the dose curve; as a rule, active = well fitted curve in the direction sought with a large enough effect; inconclusive = small, poorly fitted or top-dose-only effect, or another doubt; inactive = no such curve, though single readings can be large; an effect the other way counts as inactive or inconclusive. Unless noted, % is scaled to controls: 0 for no effect and ±100 for the full control effect. This is a subset (hit frequency here may not be typical).
SMILES,IMPase cell inh,PNC assembly inh,15-hLO-2 inh,ALOX12 inhib
CC[C@H](C)[C@@H]1NC(=O)c2cc([N+](=O)[O-])cc(F)c2NCCCC[C@@H](C(N)=O)NC(=O)[C@H](CC(N)=O)NC1=O,nt,44,nt,-1%
CCCN(CC1CC1)S(=O)(=O)c1ccc(-n2cnnn2)c(OC)c1,2,-12,1%,-8%
N#Cc1cccc(NC(=O)N2CC[C@@]3(CCCN(C(=O)c4cc(C(F)(F)F)cc(C(F)(F)F)c4)C3)C2)c1,nt,nt,3%,3%
N#Cc1c(/N=C/N2CCCC2)oc(-c2ccccc2)c1-c1ccccc1,14,-25,-10%,-2%
Cn1c(=O)[nH]c(=O)c2c1nc(Br)n2CCCc1ccccc1,?,17,-3%,-7%
Nc1nc(O)c2ncn([C@H]3CC[C@@H](CO)O3)c2n1,nt,nt,0%,-2%
CCOC(=O)/C(C#N)=C1/C=CN(c2ccc(C)cc2)C=N1,-9,29,8%,-10%
CC1(C)CC(=O)C(Sc2ccccc2[N+](=O)[O-])=C(O)C1,nt,-83*,nt,-6%
Cc1cc(C)n2nc(SCC(=O)N/N=C/c3ccccc3F)nc2n1,8,2,-1%,1%
COC(=O)CCC(=O)Nc1cccc(Br)c1,0,10,-8%,1%
COc1ccc(CCN2CC(O)=C(c3nc4ccccc4c(=O)[nH]3)C2=N)cc1OC,1,41,0%,-1%
CCS(=O)(=O)N1CCCC(C(=O)NCCCN2CCCC2=O)C1 (stereo not given),11,22,2%,4%
C=CCn1c(SCc2ccc(Cl)c(Cl)c2)nnc1C(CO)NC(=O)c1ccc(OC)cc1 (stereo not given),nt,-102*,nt,-1%
COc1ccc(C(=O)N/N=C/c2ccc(OC(=O)c3cccc4ccccc34)c([N+](=O)[O-])c2)cc1,11,-20,nt,-1%
COCCOC(=O)N/C=C\c1nc2ccccc2c(=O)[nH]1,nt,-15,nt,-2%
O=C1CC(N2CCN(Cc3ccc4c(c3)OCO4)CC2)C(=O)N1Cc1ccc(N2CCCC2=O)cc1 (stereo not given),10,88,7%,-5%
N#Cc1sc2nc3c(c(-c4cccnc4)c2c1N)CCC3,-6,47,2%,-3%
COc1ccc(CCNC(=O)C2CCN(S(=O)(=O)c3ccc(OC)c(OC)c3)CC2)cc1,1,23,1%,3%
Cc1onc(-c2c(F)cccc2Cl)c1C(=O)NC1CCSC1=O (stereo not given),-4,-15,-6%,-3%
COc1cc(C(=O)NC2CCN(Cc3nnnn3Cc3cccs3)CC2)cc(OC)c1OC,8,-16,2%,5%
O=c1[nH]c2cc(Cl)ccc2c(O)c1-c1cccc(Oc2ccccc2)c1,-2,nt,4%,0%
CCN(CC)S(=O)(=O)c1ccc(C)c(NC(=O)/C=C/c2cccs2)c1,nt,23,nt,-1%
CCc1nn(C(C)C(=O)Nc2cccc(C)c2C)c(=O)c2cc3occc3n12 (stereo not given),2,?,-9%,-15%
COc1ccc(CCNC(=O)c2nnc(Cc3ccc(Cl)cc3)o2)cc1OC,3&3,11,-2%,-3%
O=C(NCCCN1CCc2ccccc2C1)C1CCN(c2nnc(-n3cccc3)s2)CC1,9,42,nt,10%

# The list goes on, overlapping the part above by 6 compounds.
SMILES,IMPase cell inh,PNC assembly inh,15-hLO-2 inh,ALOX12 inhib
COc1cc(C(=O)NC2CCN(Cc3nnnn3Cc3cccs3)CC2)cc(OC)c1OC,8,-16,2%,5%
O=c1[nH]c2cc(Cl)ccc2c(O)c1-c1cccc(Oc2ccccc2)c1,-2,nt,4%,0%
CCN(CC)S(=O)(=O)c1ccc(C)c(NC(=O)/C=C/c2cccs2)c1,nt,23,nt,-1%
CCc1nn(C(C)C(=O)Nc2cccc(C)c2C)c(=O)c2cc3occc3n12 (stereo not given),2,?,-9%,-15%
COc1ccc(CCNC(=O)c2nnc(Cc3ccc(Cl)cc3)o2)cc1OC,3&3,11,-2%,-3%
O=C(NCCCN1CCc2ccccc2C1)C1CCN(c2nnc(-n3cccc3)s2)CC1,9,42,nt,10%
COc1ccc(CCNS(=O)(=O)c2ccc(Cl)s2)cc1OC,4,106,3%,2%
O=C1c2ccccc2S(=O)(=O)N1CC(O)COc1ccc(Cl)cc1 (stereo not given),4,-17,-6%,-20%
O=C(CN1CCN(CCN2C(=O)c3cccc4cccc(c34)C2=O)CC1)c1ccc(F)cc1,-7[1.84 µM],?,-20%[11.4 µM],0%
CSCCC(N)C(=O)O (stereo not given),nt,nt,15%[0.0915 µM],-1%[0.00818 µM]
COc1cccc(N(CC(=O)Nc2cccc(N(C)S(C)(=O)=O)c2)S(C)(=O)=O)c1,6,-26,-4%,9%
CC(Sc1ccc2c(c1)OCCO2)C(=O)Nc1ncc(Cl)cc1Cl (stereo not given),1,75,-12%,-4%
CC(C)(C)c1ccc(OCCCC(=O)NC2=NCCS2)cc1,3,16,34%[activator],3%
COc1cccc(NC(=O)COC(=O)c2ccc(S(=O)(=O)NCc3ccco3)cc2)c1,-5,-14,-10%,0%
COc1ccc(OC)c(NC(=O)CCN2CCCCC2)c1,-2,?,0%,-2%
CCCN=C(N)NCCC[C@H](N)C(=O)O,-1,nt,19%,-1%
CSc1ccc(CN(C)CC(=O)Nc2cccc(Br)c2)cc1,8,-27,nt,4%
O=C(Nn1c(C2CCCCC2)nc2ccccc2c1=O)c1ccc([N+](=O)[O-])cc1,nt,?,nt,3%
CC(C)Cc1nnc(NC(=O)CCC(=O)N2CCN(c3ccccn3)CC2)s1,-1,36,-5%,5%
Cc1ccc(S(=O)(=O)Cn2nnnc2C(C(C)C)N2CCN(Cc3ccco3)CC2)cc1 (stereo not given),11,?,5%,-6%
COc1ccccc1N1CCN(C(=O)c2ccc(S(=O)(=O)N3CCCCCC3)cc2)CC1,13,8,-2%,-2%
COC(=O)COc1ccc(S(=O)(=O)Nc2ccc(C(N)=O)cc2)cc1,2,18,9%,2%
O=C(c1cc(-c2ccncc2)nc2ccc(Br)cc12)N1CCN(c2ccccn2)CC1,2,53,25%,-8%
Cc1csc(NC(=O)CSc2nnc(-c3ccncc3)n2C)n1,?,-28,0%,-6%
O=C(CSc1nnc(-c2ccccc2)n1Cc1ccccc1)N1CCCC1,3,-17,-4%,-4%
CCOc1ccccc1C1C(C#N)=C(N)Nc2onc(-c3ccccc3)c21 (stereo not given),8,?,5%,-7%
Cc1ccccc1NC(=O)c1cccc(N2C(=O)C3C4CCC(C4)C3C2=O)c1 (stereo not given),0,7,-2%,3%
CC1CCCCC1NC(=O)/C(C#N)=C/c1ccc(F)c(F)c1 (stereo not given),nt,-6,nt,3%
CC1=C(Sc2ccccn2)C(=O)NC(C)(C)C1,6,-11,8%,2%
O=CNCC(=O)NC1CCCCCC1,4,?,5%,-7%
Cc1cccc(NS(=O)(=O)c2ccc(C3CCCCC3)cc2)c1,0,?,-15%,-13%

# Next section
SMILES,IMPase cell inh,PNC assembly inh,15-hLO-2 inh,ALOX12 inhib
CC(=C/c1ccc(C(C)C)cc1)/C=N/NC(=O)Cn1nc(C)cc1C,nt,-18,nt,-3%
CC12C=CC3(O1)C(C(=O)N(c1ccccc1)C3C(=O)NC1CCCC1)C2C(N)=O (stereo not given),-2,-10,nt,2%
COc1ccccc1NC(=O)Cn1cnc2c(cnn2-c2ccc(C)c(C)c2)c1=O,5,?,-3%,-2%
COC(=O)c1ccc(N(C(=O)c2ccco2)C(C(=O)NC2CCCC2)c2ccco2)cc1 (stereo not given),5,7,nt,-6%
CCN(CC)S(=O)(=O)c1ccc(Cl)c(C(=O)NC2CCCC2)c1,4,29,3%,7%
O=C(C1CCN(Cc2ccc(OCc3ccccc3)cc2)CC1)N1CCCC1,2,-27,nt,-10%
Fc1cccc(NC(=S)N2CCCCC2)c1,-1,109,-2%,6%
O=C(NNC(=S)Nc1ccccc1)c1cccs1,nt,12,nt,1%
CCSc1nc2ccccc2n1CC(=O)N1CCCCC1,2,-3,6%,-5%
CCc1ccc(C2CC(c3ccccc3C)n3nc(N)nc3N2)cc1 (stereo not given),1,19,nt,1%
N#CC[n+]1cc(-c2ccc(Cl)cc2)n2c1CCC2,-5,35,-2%,8%
CCCCNC(=O)OC1CCS(=O)(=O)C1 (stereo not given),0,24,10%,-3%
COc1cc(-c2nc3ccccn3c2/N=C/c2ccccc2)ccc1O,27,41,25%,-1%
CCCCC=O,nt,nt,1%,9%
COc1ccc2c(c1)nc(NCCO)n2C,nt,?,nt,2%
CNC(=O)[C@@]1(Cc2ccccc2)C=C[C@@H](C)N1C(=O)OC,nt,nt,8%,-2%
Cn1c(=O)c2cc(S(=O)(=O)NC(C(=O)N3CCCCCC3)c3ccccc3)ccc2n(C)c1=O (stereo not given),-4,?,-6%,-4%
Cn1cc(SCC(=O)N2CCN(c3ccccc3)CC2)c2ccccc21,5,-27,-13%,6%
O=C(/C=C\c1cn(-c2ccccc2)nc1-c1cccs1)N1CCOCC1,nt,?,nt,-1%
O=S(=O)(c1ccc(Cl)cc1)N1CCC(N2CCOCC2)CC1,-2,?,-11%,5%
Cc1nc2ccccc2n2c(O)c(CC(=O)O)cc12,26,?,?,-7%
CCn1c(SCCOc2ccc(OC)cc2)nnc1C(CO)NC(=O)c1ccc(OC)cc1 (stereo not given),2,50,-1%,0%
Cc1ccc(N(C(=O)c2nsc(Cl)c2Cl)C(C(=O)NC2CCCC2)c2ccc(O)cc2)cc1C (stereo not given),nt,?,nt,-10%
COc1cccc(CC(C(=O)Nc2cc(C)ccc2C)c2nn[nH]n2)c1OC (stereo not given),2,-17,-6%,5%
COC(=O)CCN(C1CCCCC1)S(=O)(=O)c1ccc(S(=O)(=O)N2CCCCC2)cc1,2,-28,5%,-9%

# Structures above that have bromine, in the order listed:
SMILES,IMPase cell inh,PNC assembly inh,15-hLO-2 inh,ALOX12 inhib
Cn1c(=O)[nH]c(=O)c2c1nc(Br)n2CCCc1ccccc1,?,17,-3%,-7%
COC(=O)CCC(=O)Nc1cccc(Br)c1,0,10,-8%,1%
CSc1ccc(CN(C)CC(=O)Nc2cccc(Br)c2)cc1,8,-27,nt,4%
O=C(c1cc(-c2ccncc2)nc2ccc(Br)cc12)N1CCN(c2ccccn2)CC1,2,53,25%,-8%

# (continued)
SMILES,IMPase cell inh,PNC assembly inh,15-hLO-2 inh,ALOX12 inhib
O=C1c2ccccc2C(=O)N1CCCCn1c(=O)oc2ccccc21,3,4,2%,4%
C[C@]12CC[C@@H]3c4ccc(O)cc4CC[C@H]3[C@@H]1C[C@@H](O)[C@@H]2O,nt,?,nt,-1%
O=C(CSc1ncccc1-c1nc2ccccc2[nH]1)NCc1ccco1,2,?,-19%,-11%
O=C(CCC(=O)N1CCN(S(=O)(=O)c2ccc(Cl)cc2)CC1)NCc1ccccc1,nt,28,nt,-2%
CC(/C=N/n1cnnc1)=C\c1ccco1,-5,-100*,nt,1%
O=C(COC(=O)/C=C/c1ccccc1Cl)NC(=O)Cc1ccccc1,nt,-15,nt,-2%
O=C(CSc1ncnc2c1oc1ccccc12)NC1CCCCC1,-18,16,5%,-3%
COc1ccc(-n2nnnc2S(=O)(=O)CC(=O)N2CCCCC2)cc1,18,-21,-10%,-7%
O=C(NCCCn1ccnc1)/C(=C\c1cccs1)NC(=O)c1ccco1,nt,13,nt,-3%
